# APE1 inh: blocks human APE1 abasic DNA cleavage; recombinant APE1, TAMRA/BHQ-2 abasic DNA cleavage fluorescence; Potency, µM (series often up to 65.8 µM), without a hit: at the highest dose activity change, negative = inhibition, usual class: inhibitors; 350,000 compounds, 0.35% hits;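 also: plate controls were vehicle for no effect and reference inhibitor for full effect; nearly all actives have a fitted effect of over 55% in size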
#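 Endonuclease cleavage of a quenched abasic-site DNA duplex (50 nM) by APE1 (0.75 nM) was tracked by TAMRA dequenching. Compounds were preincubated with enzyme 15 min at room temperature; data normalized to buffer-only and DMSO wells plus NSC13755 control.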
# POLH inh: DNA polymerase eta (human) inhibition | Potency, µM (top dose mostly 114 µM), inactives show top-dose activity change, negative = inhibition, usual class: inhibitors | 390,000 compounds, 1.2% hits | Q9Y253 | recombinant Pol eta, fluorescent DNA replication assay; also: % is scaled to controls: 0 for no effect and ±100 for the full control effect
#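 Fluorescent replication assay: 50 nM final substrate added after a 15 min room-temperature compound preincubation with 10 nM enzyme. Signal taken at 0 min and again at 10 min.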
# Pol iota inh: inhibitors of human DNA polymerase iota | 390,000 compounds, 1% hits | Q9UNA4 | Pol iota fluorescent replication assay, 10 min | Potency, µM (titrated, usually from 115 µM), for the others: at the top dose activity, negative = inhibition, hits mostly inhibitors
#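 Pol iota at 10 nM preincubated 15 min with compounds at room temperature; reaction started with fluorescent substrate, 50 nM final. Fluorescence read kinetically at 0 and 10 min; buffer-only wells as negative control.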
# BAZ2B block: blocks human BAZ2B. 360,000 compounds, 4.4% hits. Potency, µM (top dose mostly 114 µM), inactives show top-dose activity change, negative = inhibition, most hits filed as inhibitors. AlphaScreen BAZ2B-H3K14Ac peptide displacement. Q9UIF8; also: % is scaled to controls: 0 for no effect and ±100 for the full control effect; nearly all actives have a fitted effect of over 60% in size
#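 Multi-concentration screen (max 110 uM) measuring displacement of acetylated histone H3 peptide from BAZ2B by AlphaScreen, using 50 nM protein, 50 nM peptide and 10 ug/mL streptavidin donor plus Ni-chelate acceptor beads.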
# Pol beta inh: DNA polymerase beta (human) inhibition; P06746; Pol beta primer extension/strand displacement, fluorescence kinetic; Potency, µM (highest dose often 114 µM), for the others: at the highest dose activity change, negative = inhibition, most hits filed as inhibitors; 340,000 compounds, 1.3% hits; also: % is scaled to controls: 0 for no effect and ±100 for the full control effect
#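 Pol beta (10 nM) was preincubated with compound for 15 min at room temperature. The reaction was then started with 50 nM substrate and read immediately and after a further 10 min at room temperature.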
# BLM inh: blocks DNA unwinding by human BLM helicase; P54132; recombinant BLM DNA unwinding, fluorescence dequenching; Potency, µM (series often up to 56.1 µM), without a hit: top-dose activity change, negative = inhibition, hits mostly inhibitors; 350,000 compounds, 0.2% hits;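 also: plate controls were vehicle for no effect and no enzyme for full effect; nearly all actives have a fitted effect of over 35% in size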
# G9a inh: inhibitors of human histone lysine methyltransferase G9a; G9a H3K9 monomethylation, AlphaScreen, 2 h; Potency, µM (titrated, usually from 102 µM), without a hit: at the highest dose activity, negative = inhibition, most hits filed as inhibitors; 350,000 compounds, 8.8% hits; also: % is scaled to controls: 0 for no effect and ±100 for the full control effect; nearly all actives have a fitted effect of over 75% in size
#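 Step 1: enzyme (final 20 nM) with compound, 15 min RT. Step 2: substrate peptide 500 nM and SAM 20 uM, 2 h RT. Step 3: anti-H3K9me1 antibody and AlphaScreen beads, 10 min, then plate read.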
# JMJD2A Tudor: blocks the human JMJD2A Tudor domain; O75164; 390,000 compounds, 4.4% hits; AID 504339; Potency, µM (top dose mostly 114 µM), for the others: top-dose activity change, negative = inhibition, usual class: inhibitors; AlphaScreen JMJD2A-Tudor / H3K4me3 peptide binding; also: % is scaled to controls: 0 for no effect and ±100 for the full control effect; nearly all actives have a fitted effect of over 50% in size
# POLK inh: inhibitors of human DNA polymerase kappa; purified Pol kappa, fluorescent DNA synthesis assay, 10 min; AID 588579; Q9UBT6; 400,000 compounds, 0.53% hits; Potency, µM (top dose mostly 107 µM), for the others: at the highest dose activity, negative = inhibition, actives largely listed as inhibitors; also: % is scaled to controls: 0 for no effect and ±100 for the full control effect
# Target sequence (Q9UBT6 whole entry, looked up): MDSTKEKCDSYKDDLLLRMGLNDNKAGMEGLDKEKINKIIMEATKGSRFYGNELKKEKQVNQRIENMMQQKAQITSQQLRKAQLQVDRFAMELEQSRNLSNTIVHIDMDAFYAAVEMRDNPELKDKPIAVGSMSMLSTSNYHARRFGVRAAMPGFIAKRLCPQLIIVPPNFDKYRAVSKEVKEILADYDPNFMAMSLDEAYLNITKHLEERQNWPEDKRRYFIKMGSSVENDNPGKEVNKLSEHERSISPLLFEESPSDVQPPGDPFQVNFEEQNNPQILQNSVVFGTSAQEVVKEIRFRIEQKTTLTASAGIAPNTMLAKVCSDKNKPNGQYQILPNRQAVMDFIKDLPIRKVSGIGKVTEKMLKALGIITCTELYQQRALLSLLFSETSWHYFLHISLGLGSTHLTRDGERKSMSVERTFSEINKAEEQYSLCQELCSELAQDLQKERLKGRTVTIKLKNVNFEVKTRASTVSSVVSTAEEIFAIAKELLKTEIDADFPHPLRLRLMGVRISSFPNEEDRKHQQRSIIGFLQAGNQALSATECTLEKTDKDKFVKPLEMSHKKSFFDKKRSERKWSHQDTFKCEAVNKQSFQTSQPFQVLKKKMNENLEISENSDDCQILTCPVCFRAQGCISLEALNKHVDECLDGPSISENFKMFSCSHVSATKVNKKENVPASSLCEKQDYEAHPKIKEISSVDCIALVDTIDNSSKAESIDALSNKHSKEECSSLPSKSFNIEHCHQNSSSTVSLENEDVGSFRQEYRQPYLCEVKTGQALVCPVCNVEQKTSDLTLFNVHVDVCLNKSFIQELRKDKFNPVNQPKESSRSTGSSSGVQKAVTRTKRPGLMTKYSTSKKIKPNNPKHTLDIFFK
#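 Here, compound and 10 nM enzyme are combined for 15 min at room temperature; adding 50 nM substrate (final) starts DNA synthesis, tracked by fluorescence at 0 and 10 min against buffer-only wells.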
# An asterisk follows results filed as active; ? = inconclusive; · = no result given; & = joins results of further samples; [ ] = another dose, or the depositor's remark. Calls follow the shape of the dose curve; as a rule, active = well fitted curve in the direction sought with a large enough effect; inconclusive = small, poorly fitted or top-dose-only effect, or another doubt; inactive = no such curve, though single readings can be large; an effect the other way counts as inactive or inconclusive. Potency is read from the fitted curve at half-maximal effect. This is a subset. The share of hits here may be higher or lower than overall.
nr	SMILES	JMJD2A Tudor	G9a inh	APE1 inh	BAZ2B block	POLK inh	POLH inh	BLM inh	Pol beta inh	Pol iota inh
1	COc1ccccc1CNC(=O)c1ccc2[nH]c(C)c(C)c2c1	?	?	·	50.1µM*	-8.1%[60.1 µM]	·	-3.0%	?	?
2	O=C(O)C1=NOC(CNC(=O)c2ccccc2Cl)C1 (configuration not stated)	-5.5%	4.9%	-0.7%	4.2%	5.0%	8.1%	-1.0%	96.1%	43.3%[activator]
3	N#CC1=C(N)SC(N)=C(C#N)C1CCc1ccccc1	-25.0%	?	-1.4%	-24.9%	?	1.7%	-3.1%	-20.1%	20.8%
4	Cc1cc2n(n1)SC(Nc1ccccc1)N2 (configuration not stated)	7.94µM*	1.78µM*	2.3%	-33.4%	-12.8%	-18.4%	-2.9%	2.4%	-6.7%
5	Cc1cc(C)c2c(N)c(C(=O)c3ccccc3)sc2n1	8.1%	·	15.0%	8.2%	6.3%	20.5%	-4.1%	19.3%	7.9%
6	O=S(=O)(Nc1ncccn1)c1ccc(NC(=S)Nc2ccccc2Cl)cc1	-8.4%	-31.6%	2.4%	0.8%	-16.6%	-4.0%	-2.4%	8.2%	-4.6%
7	CN(Cc1cnccn1)Cc1nc(Cc2ccccc2Cl)no1	-2.1%	·	2.1%	-1.9%	7.4%	-7.0%	-4.6%	-4.8%	77.7%[activator]
8	COc1ccc(OCc2cc(C(=O)O)c(C)o2)cc1	·	44.7µM*	25.1µM*	79.4µM*	·	·	5.1%	?	·
9	C=C(C)Cn1c(SCC(=O)O)nc2c1c(=O)[nH]c(=O)n2C	-19.0%	?	-2.2%	9.7%	-14.8%	-17.8%	1.7%	3.4%	9.0%
10	Cc1ccc(C(=O)OCC(=O)N2CC(C)CC(C)C2)cc1S(=O)(=O)N1CCCCC1 (configuration not stated)	-1.3%	?	11.8%	6.7%	7.8%	-20.9%	·	·	50.2%[activator]
11	CCOc1ccc(C(=O)Nc2nnc(S(=O)(=O)N(CC)c3ccccc3C)s2)cc1	-3.9%	-8.6%[59 µM]	·	-22.9%	-8.4%	-14.3%	-1.6%	-3.3%	4.8%
12	COc1ccccc1N(CC(=O)NC1CCCCC1)S(=O)(=O)c1cccs1	-12.9%	-14.2%[12.7 µM]	2.6%	-1.2%	-6.9%	-10.3%	-4.7%	-1.3%	25.0%
13	CC(=O)C(Sc1ccc2nnc(-c3cccnc3)n2n1)C(C)=O	-13.7%	70.8µM*	8.2%	·	2.0%	-2.9%	-1.6%	28.0%	7.7%
14	C=CCNC(=O)C1CC(=O)N(c2ccc(Br)cc2)C1 (configuration not stated)	3.3%	8.6%[59 µM]	2.8%	-0.3%	-1.1%	-10.6%	-0.2%	-4.8%	8.9%
15	Cc1cccc(NC(=O)CN2C(=O)N/C(=C/c3ccc(C)s3)C2=O)c1	-12.8%	2.2%	-5.2%	11.5%	-16.9%	-6.7%	-1.4%	-0.2%	-13.7%
16	CC(=O)N1CCC(N2CCN(Cc3ccc(C)cc3)C(CCO)C2)CC1 (configuration not stated)	5.1%	2.6%	-5.1%	-13.6%	6.4%	-7.9%	-2.5%	9.5%	133.1%[activator]
17	O=c1[nH]c(S)c(/C=C2\C=Nc3ccccc32)s1	?	14.1µM*	1.4%	11.2µM*	-9.2%	39.8µM*	-6.9%	31.4%[activator]	71.5%
18	CC(C)c1ccc(CN2CCSCC2)cc1	2.82µM*	·	3.1%	?	-1.6%	-6.3%	1.1%	5.4%	96.6%[activator]
19	Cc1ccc(-n2c([S-])c(C(=O)Nc3ccc(OC(F)F)cc3)[n+]3ccc(C(=O)NCCO)cc23)cc1C	-10.3%	10µM*	14.3%	-37.4%	-5.0%	-19.9%	5.3%	9.6%	3.2%
20	CC(C)n1nnnc1SCC(=O)Nc1ccc2c(c1)OCO2	-2.1%	-10.9%[59 µM]	-5.1%	-3.9%	-3.0%	-3.2%	4.5%	16.4%	-6.3%
21	CCCCCOC(=O)C1=C(C)Nc2nnnn2C1c1ccc(OC)c(OC)c1OC (configuration not stated)	-19.2%	-3.9%[59 µM]	4.0%	3.7%	-11.6%	-22.8%	-3.1%	6.9%	-5.3%[58.9 µM]
22	Cn1c(COc2ccccc2)nnc1SCC(=O)c1cccc([N+](=O)[O-])c1	-23.3%	8.4%	-3.4%	8.7%[57.1 µM]	-0.1%	8.3%	-2.7%	3.1%	4.7%
23	Cc1cc(C)cc(OCc2ccc(C(=O)NC3CCOC3=O)o2)c1 (configuration not stated)	-14.6%	3.5%[59 µM]	7.6%	-20.7%	-0.1%	-15.6%	3.7%	-2.7%	16.1%
24	C[C@H](CO)N1C[C@H](C)[C@@H](CN(C)Cc2ccc(Cl)c(Cl)c2)Oc2ccc(NC(=O)Cn3cnnn3)cc2C1=O	?	·	6.9%	·	-9.8%	-6.7%	·	·	4.2%
25	CCCn1nnnc1NCc1ccc(C(C)C)cc1	-5.0%	-9.4%	27.9%	-13.0%	0.4%	-12.3%	-7.1%	-3.3%	167.8%[activator]
26	O=C(CSc1nc(-c2ccccc2)c(-c2ccccc2)o1)Nc1nncs1	-14.6%	-33.9%	-6.6%	-2.8%	-27.3%	-3.5%	-1.6%	-9.2%	4.8%
27	CCCc1[nH]nc2c1C(c1cccc(OC)c1)C(C#N)=C(N)O2 (configuration not stated)	-16.7%	-4.4%[12.7 µM]	4.8%	2.4%	3.7%	-0.3%	-3.5%	-7.3%	7.4%
28	COc1cccc(/C=C/C(=O)OCC(=O)N2CCN(c3ccccc3)CC2)c1	-28.5%	-4.2%[12.7 µM]	8.8%	-26.4%	-14.1%	-18.5%	·	·	-10.4%
29	COc1cc(CNCCNC(=O)c2cccs2)cc(OC)c1OC	28.2µM*	·	?	89.1µM*	-6.0%	-2.9%	3.3%	25.2%	49.6%[activator]
30	Brc1ccccc1-n1nnc(-c2ccnc3ccccc23)n1	?	?	-2.4%	?	-15.6%	-5.8%	-6.5%	-16.2%	-20.2%
31	Cc1cc2nncn2c2ccccc12	-5.0%	-19.9%	-0.4%	-2.6%	3.6%	-13.4%	0.9%	11.7%	29.2%
32	CC1(C)OC(=O)N(c2ccccc2)C12C=Cc1cc(Br)ccc1O2 (configuration not stated)	-15.7%	-5.7%[12.7 µM]	-7.0%	3.7%	-10.0%	-8.3%	-11.5%	0.0%	?
33	O=C(O)c1ccccc1Nc1ccccc1	-23.4%	23.8µM*	1.9%&0.3%&0.0%&27.2%	-6.0%	6.0%[60.1 µM]	-7.2%	7.5%	6.3%[57.1 µM]	?
34	COc1ccccc1NC(=O)CSc1nc(N)c(-c2ccccc2)c(=O)[nH]1	-2.6%	-2.1%	-0.9%	1.6%	5.0%	-6.8%	0.2%	-6.8%	17.5%
35	CC12CN3CC(C)(CN(C1)C3c1ccc(Cl)cc1)C2 (configuration not stated)	-16.7%	·	13.9%	-12.6%	-9.4%	-6.1%	-2.5%	1.9%	147.5%[activator]
36	COc1ccc(/C(CC2(O)C(=O)Nc3ccccc32)=N\O)cc1 (configuration not stated)	0.7%	16.5%[12.7 µM]	1.4%	15.0%	-7.6%	-0.9%	-4.4%	0.0%	5.5%
37	COc1cc(NS(=O)(=O)c2ccc(NS(=O)(=O)c3ccc(NC(C)=O)cc3)cc2)nc(OC)n1	3.2%	17.1%	8.8%	-27.2%	2.1%	-19.3%	-1.4%	13.3%	66.1%[activator]
38	CN(C)c1nc(NCc2ccccc2)nc(N/N=C/c2cccc(Br)c2)n1	?	-0.2%	2.7%	-38.6%	-7.4%	-5.2%	-5.4%	-12.5%	68.2%[activator]
39	COC(=O)c1ccc(C2/C(=C(/O)c3ccc4c(c3)CC(C)O4)C(=O)C(=O)N2CCN2CCOCC2)cc1 (configuration not stated)	?	50.1µM*	13.8%	-16.9%[57.1 µM]	12.2%	-12.0%	-1.7%	-12.0%	21.3%
40	Cc1ccnc(NC(=O)CCC2COc3ccccc3O2)c1 (configuration not stated)	-17.0%	15.6%[12.7 µM]	-0.3%	5.8%	-13.6%	-12.5%	-0.8%	-11.7%	3.5%

# Entries by screen from above.
# BAZ2B block, compounds 1–9, in order: 50.1µM*, 4.2%, -24.9%, -33.4%, 8.2%, 0.8%, -1.9%, 79.4µM*, 9.7%
# Pol iota inh, compounds 1–9, in order: ?, 43.3%[activator], 20.8%, -6.7%, 7.9%, -4.6%, 77.7%[activator], ·, 9.0%

# (more compounds)
nr	SMILES	JMJD2A Tudor	G9a inh	APE1 inh	BAZ2B block	POLK inh	POLH inh	BLM inh	Pol beta inh	Pol iota inh
41	COc1ccccc1C(c1nnnn1CC1CCCO1)N1CCN(c2ccccc2)CC1 (configuration not stated)	-30.3%	·	13.3%	56.2µM*	-5.5%	-14.9%	-6.1%	?	34.5%[activator]
42	CCN(CC)C(=O)Cn1c(=O)n(CCCCCC(=O)Nc2ccccc2)c(=O)c2sccc21	9.2%&3.4%	2.7%&29.4%[59 µM]	3.8%	3.1%&2.4%	1.9%&-11.1%	-14.6%&-13.5%	-6.4%&3.3%	-17.5%&24.7%	25.3%&3.3%
43	COc1ccc(S(=O)(=O)N2CCCC(C(=O)N3CCOCC3)C2)cc1OC (configuration not stated)	4.2%	13.9%	9.4%	-15.9%	-4.2%	-19.4%	0.6%	49.4%	33.4%[activator]
44	Cc1nc2cc(C(=O)NCc3cccnc3)ccc2n1-c1ccc(F)cc1F	-11.8%	17.3%	12.9%	9.1%	-6.7%	-6.8%	-0.7%	-3.6%	72.7%[activator]
45	O=C(COC(=O)c1ccc(S(=O)(=O)N2CCCC2)cc1)NCc1ccco1	-28.3%	-28.7%	?	?	?	?	-9.6%	?	50.1µM*
46	COC(=O)CCNC(=O)c1ccc2nc(Cc3ccc(OC)c(OC)c3)oc2c1	-12.0%	7.5%	7.3%	10.2%	-5.1%	-13.0%	-9.7%	25.7%	-1.7%

# Sorted by value in POLK inh (rising): four of the compounds above.
no.	SMILES	POLK inh
12	COc1ccccc1N(CC(=O)NC1CCCCC1)S(=O)(=O)c1cccs1	-6.9%
20	CC(C)n1nnnc1SCC(=O)Nc1ccc2c(c1)OCO2	-3.0%
27	CCCc1[nH]nc2c1C(c1cccc(OC)c1)C(C#N)=C(N)O2 (configuration not stated)	3.7%
10	Cc1ccc(C(=O)OCC(=O)N2CC(C)CC(C)C2)cc1S(=O)(=O)N1CCCCC1 (configuration not stated)	7.8%

# High-throughput results deposited in PubChem by National Center for Advancing Translational Sciences (NCATS).
